High-throughput results (PubChem BioAssay)
SARS 3CLpro inh: SARS-CoV 3CLpro protease inhibitors, primary screen, biochemical, quenched FRET. 290,000 compounds, 0.14% hits. Replicase polyprotein 1ab (Severe acute respiratory syndrome coronavirus), P0C6X7. inhibition, % at 6 µM. recombinant SARS-CoV 3CLpro, quenched FRET peptide cleavage; in the data active = inhibition above about 12%
VHR inh abs: VHR1 phosphatase inhibitors, primary screen, biochemical, absorbance, uHTS. recombinant VHR phosphatase, pNPP absorbance. 290,000 compounds, 0.52% hits. Dual specificity protein phosphatase 3 (Homo sapiens), P51452. AID 1654, 2009. inhibition, % at 13.3 µM; in the data active = inhibition above about 50%; note: some compounds called inactive have numbers as strong as hits
Target sequence (P51452 whole entry, looked up): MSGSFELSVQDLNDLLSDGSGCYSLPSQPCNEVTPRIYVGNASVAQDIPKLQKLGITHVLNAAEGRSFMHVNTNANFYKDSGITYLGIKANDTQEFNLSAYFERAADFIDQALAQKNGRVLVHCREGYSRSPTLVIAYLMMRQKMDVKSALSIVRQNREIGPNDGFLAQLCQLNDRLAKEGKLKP
PrPC surface inh: inhibitors of human cell surface prion protein PrPC, primary screen, cell-based, TR-FRET; TR-FRET read-out; inhibition, % at 13.8 µM; 370,000 compounds, 0.43% hits; AID 720596, 2013; in the data active = inhibition above about 24%; note: 0% = median of the test wells and 100% = reference compound wells
Rv3671c protease: Rv3671c serine protease inhibitors, primary screen, biochemical, fluorescence polarization, M. tuberculosis H37Rv. 320,000 compounds, 0.048% hits. AID 2606, 2010. P9WHR9. inhibition, % at 5.96 µM; in the data active = inhibition above about 38%;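 note: extracellular domain of Rv3671c used as enzyme; 0% = enzyme with DMSO and 100% = no enzyme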
Target sequence (P9WHR9 whole entry, looked up, the tested form may be a part): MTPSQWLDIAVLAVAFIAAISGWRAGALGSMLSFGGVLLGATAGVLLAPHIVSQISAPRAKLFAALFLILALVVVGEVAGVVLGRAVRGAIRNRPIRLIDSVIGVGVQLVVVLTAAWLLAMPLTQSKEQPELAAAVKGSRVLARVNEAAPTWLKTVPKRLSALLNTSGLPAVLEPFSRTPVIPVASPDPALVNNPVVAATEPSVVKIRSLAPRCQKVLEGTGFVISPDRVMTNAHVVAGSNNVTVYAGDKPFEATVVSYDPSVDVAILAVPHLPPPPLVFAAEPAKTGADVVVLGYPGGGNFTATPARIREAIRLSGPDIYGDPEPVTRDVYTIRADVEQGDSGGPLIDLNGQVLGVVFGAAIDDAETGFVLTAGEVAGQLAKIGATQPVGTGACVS
MazF activator: activators of E. coli MazEF toxin-antitoxin RNase, primary screen, biochemical, fluorescence, uHTS | activation, % at 20 µM | AID 504720, 2011 | 350,000 compounds, 0.32% hits | FAM/BHQ RNA-DNA oligo cleavage fluorescence, 5 h; in the data active = activation above about 50%
Target sequence (P0AE70 whole entry, looked up): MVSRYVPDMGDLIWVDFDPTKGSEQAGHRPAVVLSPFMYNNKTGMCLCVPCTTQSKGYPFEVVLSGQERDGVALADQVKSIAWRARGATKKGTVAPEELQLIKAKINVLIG
Anthrax LF inh2: Bacillus anthracis LF protease inhibitors, primary screen, biochemical, multiplex microsphere, MLPCN library | inhibition, % at 10 µM | AID 588501, 2011 | multiplex microsphere protease cleavage assay | 360,000 compounds, 0.12% hits | Lethal factor (Bacillus anthracis), P15917; note: plate controls were buffer without enzyme for full effect and enzyme alone for no effect
BoNT-A LC inh2: BoNT/A light chain protease inhibitors, primary screen, biochemical, flow cytometry, MLPCN library; Botulinum neurotoxin type A light chain protease (Clostridium botulinum A str. ATCC 3502); multiplex microsphere protease substrate cleavage; inhibition, % at 10 µM; 360,000 compounds, 0.17% hits; AID 588499, 2011; note: plate controls were buffer without enzyme for full effect and enzyme alone for no effect
CCHF vOTU inh: CCHFV vOTU protease inhibitors, primary screen, biochemical, Pep-AMC substrate, fluorescence; Crimean-Congo hemorrhagic fever virus L polyprotein viral ovarian tumor (vOTU) protease …; inhibition, % at 11.5 µM; 370,000 compounds, 0.55% hits; AID 651958, 2012; in the data active = inhibition above about 30%; note: 0% = vehicle wells with enzyme and 100% = no enzyme wells
BoNT F protease: BoNT/F light chain protease inhibitors, primary screen, biochemical, flow cytometry, MLPCN library; Botulinum neurotoxin type F light chain protease (Clostridium botulinum); Multiplex microsphere protease cleavage assay; inhibition, % at 10 µM; 360,000 compounds, 0.22% hits; AID 588497, 2011; in the data active = inhibition above about 35%, passing the limit was not always enough; inconclusive = no clear call, values can overlap the other calls; note: plate controls were buffer without enzyme for full effect and enzyme alone for no effect
PriA SSB inh: inhibitors of Klebsiella pneumoniae PriA binding to SSB C-terminal tail, primary screen, biochemical, AlphaScreen. PriA–SSB C-terminal tail interaction (Klebsiella pneumoniae). AlphaScreen SSBct-PriA binding, biotinylated peptide. inhibition, % at 33 µM. 430,000 compounds, 0.6% hits. AID 1272365, 2023; in the data active = inhibition mostly above about 37%, no sharp cut-off; inactive = mostly below about 20%;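 note: plate controls were negative control peptide for no effect and reference peptide for full effect; strong numbers were not always called active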
Numbers without * were called inactive; ? = inconclusive; / = not tested or not shown; & = joins results of further samples. Cut-off read from the data, not from the text of the source, unless noted: active = inhibition above about 30%; inconclusive = no clear call, values can overlap the other calls; inactive = below that. This is a subset (hit frequency here may not be typical).

SMILES	SARS 3CLpro inh	VHR inh abs	PrPC surface inh	Rv3671c protease	MazF activator	Anthrax LF inh2	BoNT-A LC inh2	CCHF vOTU inh	BoNT F protease	PriA SSB inh
NS(=O)(=O)c1ccc(CCNC(=O)CCC(=O)c2cccs2)cc1	/	/	-10	0	1	-1	-0.5	1	-5	1
Cc1ccc(OCC(=O)Nc2ccc(C)c(S(=O)(=O)N3CCCCC3)c2)c([N+](=O)[O-])n1	3	-20	-10	1	-8	1	-0.7	14	-6	13
COc1ccc(S(=O)(=O)N2CCC3(CC2)CC(=O)c2ccccc2O3)cc1OC	/	/	1	1	-6	?	?	-12	?	5&-23
CC(C)NC(=O)c1cnn2c1NC(c1cccs1)CC2C(F)(F)F (centres undefined)	-9	16	7	2	-11	-6	-0.6	6	-24	-10
CCOC(=O)Cc1csc(SCC(=O)NC2CCS(=O)(=O)C2)n1 (centres undefined)	/	/	-7	-1	2	-2	-0.3	-1	-2	-3
Cc1ccsc1S(=O)(=O)N1CCC(CO)(CC2CCCCO2)CC1 (centres undefined)	-7	30	2	4	4	0	0.3	4	2	0
CCCCC1=CC2=CC(=O)C(C)(OC(=O)CC)C(=O)C2=CN1CCc1ccc(Br)cc1 (centres undefined)	/	22	-13	8	8	-1	2.4	3	-25	9
NCCC(=O)N1c2ccccc2Sc2ccccc21	2	0	6	4	17	-14	-7.2	-9	-44	-1
COc1ccc2nc(-c3ccc(CN4CCC(n5c(=O)[nH]c6ccccc65)CC4)cc3)c(-c3ccccc3)nc2c1	/	/	0	/	/	4	2.5	-10	-1	/
CCOC(=O)c1cc(NC(=O)CN2CCCC2)cc(C(=O)OCC)c1	2	26	2	-1	-4	7	-3.2	-9	-13	-3
CCCCn1nnnc1C1(C)CCC(=O)N1Cc1ccc(OC)c(OC)c1 (centres undefined)	/	/	-2	/	/	10	0.7	-6	-1	/
COc1ccc(N2CCN(CC(O)COc3ccc(C)c(C)c3)CC2)cc1 (centres undefined)	-1	/	7	4	-3	-1	-2.2	10	12	31
CCn1c(CNC(=O)c2ccc(OC)c(OC)c2)nnc1SCC(=O)Nc1ccccc1	-2	-11	5	-7	0	-3	-0.6	-12	-4	-1
Cc1cc(N2CCOCC2)n2cc(-c3ccccc3)nc2n1	-1	24	-1	14	3	3	1.0	-23	5	-5
O=C(O)c1sc2cc(C(F)(F)F)cnc2c1-c1ccccc1	5	35	-1	-1	-1	1	0.4	-5	20	2
O=[N+]([O-])c1ccc(C(O)CN2CCN(C/C=C/c3ccccc3)CC2)cc1 (centres undefined)	2	-5	-8	8	1	-17	-1.4	-9	-10	-6
CCN(CC)CCCNC(=O)c1ccc(N2CCCCC2)c(NS(=O)(=O)c2ccc(C)cc2)c1	6	-7	-5	-4	13	-4	0.0	5	-1	-12
Cc1ccc(NC(=O)c2c(C)nc3sc(C(=O)NC4CCCC4)c(N)c3c2-c2ccco2)c(C)c1	3	13	7	4	24	-6	-2.3	-21	-26	6
Cc1ccc(S(=O)(=O)N2CCOCC2)cc1C(=O)OCC(=O)N1CCCC1=O	/	/	5	5	1	-5	0.2	-5	2	3
COc1ccc(C2CC(=O)C3=C(C2)Nc2ncnn2C3c2ccccc2)cc1 (centres undefined)	-4	7	7	12	7	0	-0.1	8	-6	-6
CC1=C(C(=O)N2CCOCC2)CC(CC(=O)NC2CCCC2)C(=O)N1CCCN1CCCC1=O (centres undefined)	/	/	5	/	-2	-7	-0.3	7	2	/
Cc1ccn2c(/C=N/OCc3ccc(F)cc3)c(-c3ccc(Cl)cc3)nc2c1	-1	19	-2	1	-3	-3	0.7	0	13	/
O=C1COc2ccc(-c3csc(=Nc4ccc(OC(F)F)cc4)n3CC3CCCO3)cc2N1 (centres undefined)	-1	25	3	4	5	-11	4.5	16	4	36
CCOC(=O)CC1c2ccccc2-n2nncc2CN1C (centres undefined)	/	/	1	/	-6	-1	-0.4	-8	-3	-8
CCOC(=O)C(=O)N(C)c1c(CC)nc2c(OCc3ccccc3C)cccn12	/	/	0	/	/	3	-0.2	-4	1	/

Continued (4 carried over from the part before).
SMILES	SARS 3CLpro inh	VHR inh abs	PrPC surface inh	Rv3671c protease	MazF activator	Anthrax LF inh2	BoNT-A LC inh2	CCHF vOTU inh	BoNT F protease	PriA SSB inh
Cc1ccn2c(/C=N/OCc3ccc(F)cc3)c(-c3ccc(Cl)cc3)nc2c1	-1	19	-2	1	-3	-3	0.7	0	13	/
O=C1COc2ccc(-c3csc(=Nc4ccc(OC(F)F)cc4)n3CC3CCCO3)cc2N1 (centres undefined)	-1	25	3	4	5	-11	4.5	16	4	36
CCOC(=O)CC1c2ccccc2-n2nncc2CN1C (centres undefined)	/	/	1	/	-6	-1	-0.4	-8	-3	-8
CCOC(=O)C(=O)N(C)c1c(CC)nc2c(OCc3ccccc3C)cccn12	/	/	0	/	/	3	-0.2	-4	1	/
O=C(c1cccc([N+](=O)[O-])c1)N1CCc2ccccc21	0	0	-21	1	10	-14	-2.2	-4	14	-4
Cc1[nH]c2ccccc2c1/C=N/NC(=O)CCC(=O)Nc1ccccc1	-2	22	4	10	-5	5	18	-9	-19	/
COC(=O)c1sc2ccc(C)cc2c1C(=O)OC	-4	/	-3	8	1	-1	0.2	12	-9	-14
CN(CC(=O)Nc1ccc(F)c(F)c1F)C(=O)c1ccc(=O)[nH]c1	3	10	3	8	4	0	-2.0	4	-2	-8
COc1cccc(NC(=S)N(Cc2ccc(Cl)cc2)Cc2ccc(C(=O)O)cc2)c1	4	-2	-7	-2	-24	-8	-0.5	17	-1	13
COc1cccc(CN2C(=O)CCC2(C)C(=O)NCCc2ccc(OC)c(OC)c2)c1 (centres undefined)	-1	31	5	4	-3	-8	5.4	14	13	-4
O=C(Nc1ccccc1Cl)N1CCN(Cc2ccc3c(c2)OCO3)CC1	2	16	-8	8	-1	-1	-1.1	11	1	-11
O=C(/C=C/c1ccccc1Cl)Nc1ccc(S(=O)(=O)Nc2ncccn2)cc1	3	-20	-8	-8	2	-1	-0.3	14	-4	-7
c1ccc(-c2csc3ncnc(NCc4ccccn4)c23)cc1	7	14	6	9	12	-6	-4.0	-13	?	4
Cn1nc(C(=O)OCC(=O)NC2CCS(=O)(=O)C2)c2ccccc2c1=O (centres undefined)	1	17	-4	6	2	-1	-0.6	-10	0	2
Cc1cc(C)cc(N(CC(=O)NC2CCCC2)S(=O)(=O)c2c(C)[nH]c(=O)[nH]c2=O)c1	-2	12	4	1	4	-5	-0.1	4	-3	-7
Cc1ccc(NS(=O)(=O)c2ccc3c(c2)CCN3C(=O)CCC(=O)O)cc1Cl	0	10	2	-12	1	-22	-1.6	-3	-3	-2
COc1cccc(-n2cnnc2SC(C)C(=O)NC2CCCC2)c1 (centres undefined)	/	/	-2	-6	3	-4	0.5	-1	5	-16
Cc1cccc(N2CCN(C(=O)CSCc3c(C)noc3C)CC2)c1C	-2	4	/	-4	8	1	-0.4	/	-2	6
COc1ccc(N=C2NC(=O)CS2)c([N+](=O)[O-])c1	1	34	-6	2	-1	2	-0.4	8	4	-4
COc1ccc2c(c1)N(C)/C(=C1/SC(=S)N(NC(C)=O)C1=O)S2	-1	-8	-2	-6	28	-6	-1.0	-10	2	9
Cc1cccc(CS(=O)(=O)Cc2ccc(C(=O)N3CCC4(CC3)OCCO4)o2)c1	1	-15	1	-1	-7	-14	-0.8	6	-2	-4
Cc1ccc(C)c(NC(=O)Cn2cnc3c(oc4ccccc43)c2=O)c1	4	17	0	3	-5	4	-0.3	2	5	-3
CCN(c1ccc(OCC(=O)OCC(=O)Nc2ccc(F)c(F)c2F)cc1)S(=O)(=O)c1ccccc1	-4	5	/	-2	7	-1	-0.5	/	-4	-2
Cn1c(=O)cc(OCC(=O)NCCCN2CCN(Cc3ccccc3)CC2)c2ccccc21	-3	19	-5	-7	4	-6	-0.7	-1	2	-3
O=C(Cc1ccccc1)Oc1cccc(N2C(=O)CCC2=O)c1	-9	14	0	10	0	-4	0.0	-5	-4	-9
Cc1ccc(C(=O)Nc2cccc(C(=O)NC3CCCC3)c2)cc1	-5	14	3	-11	3	-5	-2.7	1	-7	-7
COc1ccc(C)c2sc(=NC(=O)C(C)C)n(C)c12	-7	9	6	-3	-4	-3	0.4	-3	4	-9
CC(=O)Nc1ccc(NC(=O)C(C)n2nc(C)c([N+](=O)[O-])c2C)cc1 (centres undefined)	3	5	2	-3	-7	-7	-1.1	11	-20	-8
COc1ccc(-c2nc(CS(=O)CC(=O)NCc3cccnc3)c(C)o2)cc1OC (centres undefined)	-7	36	5	-4	-1	-4	-0.1	0	-2	2
Going on with the list:
SMILES	SARS 3CLpro inh	VHR inh abs	PrPC surface inh	Rv3671c protease	MazF activator	Anthrax LF inh2	BoNT-A LC inh2	CCHF vOTU inh	BoNT F protease	PriA SSB inh
CCN1CCN(C(=O)CN(C)S(=O)(=O)c2ccc3ccccc3c2)CC1	5	18	1	6	4	0	-1.0	2	-2	-1
CCOC(=O)C1=C(c2cccc(Oc3ccccc3)c2)NC(=S)NC1C (centres undefined)	3	19	-5	-10	-5	0	0.5	1	25	26
COc1ccccc1C(CC(=O)c1ccccc1)CC(=O)c1ccccc1	3	20	-10	-6	-1	0	-0.5	10	-4	-40
Cc1oc(-c2cccc(C(F)(F)F)c2)nc1CN1CCC[C@H]1CO	2	1	-7	5	-2	5	0.3	-3	7	0
Cc1nc(CNC(=O)CC2C(=O)NCCN2Cc2ccoc2)nc2c1CCCC2 (centres undefined)	2	16	6	-1	-7	-4	-0.9	10	-8	-13
CCN(CC)S(=O)(=O)c1ccc2oc(C(=O)O)c(C)c2c1	2	-4	-4	-2	8	0	0.1	-3	-4	-21
CCOC(=O)CSc1nc2ccc(N)cc2s1	4	-18	8	5	5	7	1.8	-3	-5	-15
O=C(CCn1c(SCC(=O)c2ccccc2)nc2ccccc2c1=O)NCc1ccc(F)cc1	-1	14	-5	15	-28	?	?	0	?	-9
O=C(Cc1cccc(F)c1F)NC1CCCN(Cc2ccc(Cl)cc2)C1 (centres undefined)	0	6	-3	3	-4	-10	-4.7	11	-25	-5
CCOC(=O)c1cc(C(=O)c2cc(Cl)ccc2O)coc1=N	-4	29	5	8	-3	1	1.1	-15	8	-12
COc1ccc(C(=O)CSc2cc(C)[nH]c(=O)n2)cc1	-1	50*	-11	0	-3	/	/	17	/	-4
CCNC(=O)C1(C)CCN1CCS(=O)(=O)c1ccc(C)cc1 (centres undefined)	/	/	0	/	/	-1	-0.5	11	-4	/
O=C(Nc1ccon1)c1nc[nH]c1C(=O)NCc1ccccc1	/	/	18	-2	5	-5	-0.4	2	-2	-1
CCOC(=O)CCc1cccc2c1CCC2=O	9	22	-3	-10	-7	-2	0.2	4	-3	-10
N#Cc1ccccc1S(=O)(=O)N1CCC(C(=O)NCc2ccccc2CN2CCCC2)CC1	/	/	4	8	7	-4	0.0	12	7	-6
COc1cc(/C=N/NC(=O)C2c3ccccc3Oc3ccccc32)ccc1O	0	12	0	-26	7	-1	0.2	8	0	/
COCCNc1nc2c(S(=O)(=O)c3cc(C)ccc3C)nnn2c2ccccc12	-1	-7	5	-17	8	-3	-0.2	18	1	-9
